# Screening results from PubChem BioAssay.
# Integrin act MD: activates integrin-mediated alleviation for muscular dystrophy; alpha7betagal myoblasts, beta-gal FDG fluorescence, 48 h; Potency, µM (series often up to 38.3 µM), for inactives: at the highest dose activation, actives largely listed as activators; 0.064% of 350,000 active; AID 624291;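 note: potency is the fitted concentration of half-maximal effect; 100% = response of the positive control SU9516; nearly all actives have a fitted effect of over 60% in size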
#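 alpha7betagal+/- myoblasts (passage 13, 250/well) treated 48 h at 37C with compounds at 1:260 dilution of DMSO stock. Lysed, then beta-galactosidase activity read as FDG fluorescence (ex 480/em 540) after 30 min, with pre-read for autofluorescence.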
# BRCA1 expr up: BRCA1 expression activation | 1.1% of 380,000 active | Potency, µM (series often up to 46.1 µM), inactives show at the highest dose activation, most hits filed as activators | MCF7-BRCA1-FFLuc reporter, luminescence, 48 h; response scale: scaled: vehicle 0%, 10 µM genistein 100% | AID 624202; note: potency is the fitted concentration of half-maximal effect; nearly all actives have a fitted effect of over 80% in size; some results filed as inactive show a strong effect at the top dose
#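 Luminescence from a BRCA1-driven firefly luciferase in MCF7 cells was the read-out, taken 15 min after substrate addition following 48 h compound exposure at 37 °C. Data were normalized to a 10 microM genistein control and DMSO vehicle.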
# B2AR arrestin: recruits beta-arrestin to the human beta2-adrenergic receptor; P07550; beta-arrestin recruitment to beta2AR, cell-based reporter; Potency, µM (series often up to 46.1 µM), for the others: at the highest dose activation, actives largely listed as activators; 0.02% of 330,000 active; AID 492947;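 note: potency is the fitted concentration of half-maximal effect; 0% = DMSO controls and full agonism = EC100 isoproterenol or metaproterenol; nearly all actives have a fitted effect of over 65% in size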
# Target sequence (P07550 whole entry, looked up): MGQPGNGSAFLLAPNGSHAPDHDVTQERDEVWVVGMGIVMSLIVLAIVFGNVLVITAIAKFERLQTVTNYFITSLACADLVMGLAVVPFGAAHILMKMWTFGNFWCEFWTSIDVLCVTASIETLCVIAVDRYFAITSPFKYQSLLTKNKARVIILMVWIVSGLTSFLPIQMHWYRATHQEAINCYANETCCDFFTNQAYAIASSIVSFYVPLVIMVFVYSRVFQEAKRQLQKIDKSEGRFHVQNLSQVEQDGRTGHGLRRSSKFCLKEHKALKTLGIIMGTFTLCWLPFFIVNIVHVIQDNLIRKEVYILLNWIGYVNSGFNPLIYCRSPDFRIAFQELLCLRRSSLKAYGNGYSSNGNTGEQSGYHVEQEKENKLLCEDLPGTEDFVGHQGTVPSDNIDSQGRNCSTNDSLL
# Eya2 phos inh: Eya2 (human) phosphatase inhibition; O00167; recombinant Eya2, OMFP fluorescence dephosphorylation (OMFP is methylfluorescein phosphate); Potency, µM (top dose mostly 76.9 µM), for the others: at the top dose activity, negative = inhibition, hits mostly inhibitors; 0.006% of 330,000 active; note: potency is the fitted concentration of half-maximal effect; % is set by controls: 0 for no effect and ±100 for the full control effect
# Target sequence (O00167 whole entry, looked up): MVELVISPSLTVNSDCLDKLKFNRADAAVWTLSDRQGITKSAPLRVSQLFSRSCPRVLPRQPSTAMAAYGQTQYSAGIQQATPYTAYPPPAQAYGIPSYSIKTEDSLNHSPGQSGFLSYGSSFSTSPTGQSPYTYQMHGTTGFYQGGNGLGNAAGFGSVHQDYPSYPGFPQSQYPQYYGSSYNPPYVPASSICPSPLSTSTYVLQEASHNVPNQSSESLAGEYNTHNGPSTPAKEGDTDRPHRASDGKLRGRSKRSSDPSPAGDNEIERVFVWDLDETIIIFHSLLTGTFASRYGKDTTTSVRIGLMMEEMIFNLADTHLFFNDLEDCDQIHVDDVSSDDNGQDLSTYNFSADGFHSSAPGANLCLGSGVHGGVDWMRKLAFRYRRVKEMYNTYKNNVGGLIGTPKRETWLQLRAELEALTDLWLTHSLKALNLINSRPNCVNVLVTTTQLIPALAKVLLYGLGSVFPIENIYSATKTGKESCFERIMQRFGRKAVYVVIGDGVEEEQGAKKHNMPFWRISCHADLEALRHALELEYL
#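 Eya2 (0.2 uM) preincubated 10 min at ambient with compound, then OMFP substrate added at 50 uM; 10 min reaction in 50 mM HEPES pH 7.5, 50 mM NaCl, 5 uM MgCl2, 0.05% BSA, 1 mM DTT. Fluorescence read at Ex 485/Em 525 nm.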
# ELG1 genotox: genotoxicity induction in ELG1-luciferase HEK293T cells; HEK293T ELG1-luciferase reporter, luminescence, 16 h; Potency, µM (series often up to 46 µM), inactives show top-dose activity change, positive = activation, actives largely listed as activators; 1.3% of 330,000 active; AID 504466; note: potency is the fitted concentration of half-maximal effect; % of control where 0% means no effect; nearly all actives have a fitted effect of over 60% in size
#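 Screening used a luciferase reporter fused to human ELG1 in HEK293T cells. Luminescence was read on a CCD plate imager after 16 hr exposure and 30 min ONE-Glo incubation.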
# TRPV1 agonist: agonists of human vanilloid receptor 1 (TRPV1); Q8NER1; TRPV1-expressing cells, Fluo-8 calcium influx, agonist mode; activation, % at 8.33 µM; 0.19% of 320,000 active; AID 540275; in the data active = activation above about 80%; inconclusive = between about 30% and that limit; note: 0% is about no effect
#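 Cells expressing TRPV1 were dye-loaded with Fluo-8 and read kinetically: 10 s baseline, 3 min after compound (agonist portion), then 2 min after EC20 capsaicin (allosteric enhancer portion). Calcium-bound dye fluorescence at 480/520 nm.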
# TSG101-PTAP inh: blocks PTAP/TSG101 interaction to inhibit HIV-1 budding; Fluorescence polarization, FITC-PTAP peptide / Tsg101 binding; 340,000 tested, under 10 active; Potency, µM (series often up to 115 µM), without a hit: at the top dose activity change, negative = inhibition, actives largely listed as inhibitors; Q99816; active = well fitted inhibition curve with a large enough effect in the main read-out, with a control signal flat, not every such curve was filed as active; inconclusive = small, poorly fitted or top-dose-only effect, or effect the other way, or a change in a side signal; inactive = no such curve, though single readings can be large or run the other way; note: potency is the fitted concentration of half-maximal effect; % of control where 0% means no effect
#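 FP read-out: FITC-PTAP peptide, 50 nM final, binding Tsg101 binding domain, 10 uM final; 20 min, r.t.; 10 mM HEPES pH 7.5, 0.15 M NaCl, 0.01% Tween 20, 3 mM EDTA, 0.1 mM TCEP.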
# USP2a block: blocks human ubiquitin-specific protease USP2a; USP2 core, Ub-CHOP2 coupled fluorogenic reporter, 485/531; Potency, µM (titrated, usually from 38.3 µM), for inactives: at the top dose activity change, negative = inhibition, usual class: inhibitors; 0.01% of 330,000 active; AID 463254;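 note: potency is the fitted concentration of half-maximal effect; plate controls were DMSO wells for no effect and full inhibition by NEM control for full effect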
#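 Cell-free coupled assay: 10nM USP2 core preincubated 30min RT with compound in Tris-HCl pH 8.0/CaCl2/CHAPS buffer, then 25nM Ub-CHOP2 and 25nM reporter substrate; fluorescence (Ex 485/Em 531) read after 60min RT, normalized to NEM inhibition, concentration-response curves fitted.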
# p53 reactivator: mutant p53 re-activation in reporter cells | Potency, µM (titrated, usually from 92.2 µM), for inactives: at the top dose activity change, positive = activation, hits mostly activators | AID 504706 | 0.063% of 320,000 active | H1299 p53-A138V BP100-luciferase reporter, luminescence, 24 h; note: potency is the fitted concentration of half-maximal effect; % of control where 0% means no effect; nearly all actives have a fitted effect of over 45% in size
#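 H1299 (p53-null), stable ts p53-A138V + BP100-Luc; 1000 cells/well, Opti-MEM/10% FBS; cpd 4 pt, 1:5; 24 h, 37 deg C, 5% CO2; detection reagent 10 min RT; luminescence.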
# S-ASM inh: inhibitors of human secretory acid sphingomyelinase; P17405; placental ASM, HMU-PC fluorogenic substrate, 60 min; Potency, µM (titrated, usually from 57.5 µM), for the others: top-dose activity change, negative = inhibition, usual class: inhibitors; 0.006% of 340,000 active; AID 504937; note: potency is the fitted concentration of half-maximal effect
#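 Fluorogenic HMU-PC substrate (9 uM final) is turned over by placental ASM in 60 min at 37 C after a 10 min compound preincubation. Reaction ended by alkaline stop (pH 10), with fluorescence read at 386/447 nm.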
# uPA surface inh: blocks generation of uPA at the cell surface; cell surface uPA generation assay, qHTS; Potency, µM (highest dose often 38.3 µM), for inactives: top-dose activity change, negative = inhibition, hits mostly inhibitors; 0.31% of 330,000 active; active = well fitted inhibition curve with a large enough effect; inconclusive = small, poorly fitted or top-dose-only effect; inactive = no such curve, though single readings can be large or run the other way; tested in mouse RAW 264.7 cells; note: potency is the fitted concentration of half-maximal effect; % is set by controls: 0 for no effect and ±100 for the full control effect; nearly all actives have a fitted effect of over 55% in size
# Active calls of the source: *; ? = inconclusive; . = not tested or not shown; [ ] = remark or other dose. Unless noted, calls come from the whole dose curve; as a rule, active = well fitted curve in the direction sought with a large enough effect; inconclusive = small, poorly fitted or top-dose-only effect, or another doubt; inactive = no such curve, though single readings can be large; an effect the other way counts as inactive or inconclusive.
SMILES,Integrin act MD,BRCA1 expr up,B2AR arrestin,Eya2 phos inh,ELG1 genotox,TRPV1 agonist,TSG101-PTAP inh,USP2a block,p53 reactivator,S-ASM inh,uPA surface inh
Clc1ccccc1OCc1nn2c(-c3ccncc3)nnc2s1,5%,-1%,5.2%,1%,-3%,5,-7%,3%,-15%,-4%,11%
O=C(OCc1cc2ccccc2[nH]c1=O)c1ccccn1,14%,0%,0.2%,6%,-7%,4,-3%,-1%,1%,-5%,-2%
CC(=O)OCCCNc1cc(Sc2ccc(Cl)cc2)c2nonc2c1[N+](=O)[O-],-50%[inhibitor],-5%,-0.1%,6%,-15%,-3,-7%,5%,19%,-14%,3%
Cc1ccc(C(=O)NCCC2=CCCCC2)cc1S(=O)(=O)N1CCCCC1,-9%,-12%,-3.1%,-11%,-3%,2,-2%,-7%,15%,-8%,2%
O=c1nc(-c2ccccc2)cn[nH]1,2%,0%,-0.9%,-21%,0%,1,-3%,0%,10%,3%,-1%
O=C(Nc1ccc(F)cc1)c1nc(S(=O)(=O)Cc2ccccc2)ncc1Cl,-63%[inhibitor],-44%,0.1%,-10%,-24%,3,-2%,0%,-21%,-6%,?
Cc1cc(OCC(=O)NCc2ccncc2)c2c(C)cc(=O)oc2c1,-5%,-56%,-0.4%,-2%,0%,0,-9%,1%,-7%,4%,2%
CC(NC(=O)c1ccco1)C(=O)OCC(=O)c1ccc(Cl)s1 (stereo unspecified),1%,0%,-0.4%,6%,-1%,-2,-1%,3%,-1%,3%,0%
COc1cccc(CNC(=O)c2ccc(NC(=O)CC3SC(N4CCCCC4)=NC3=O)cc2)c1 (stereo unspecified),21%,-13%,-0.4%,-3%,1%,0,-4%,0%,-4%,-1%,5%
O=C(Nc1ccc(F)cc1)c1ccc(CSc2ccc(Cl)cc2)o1,-11%,33%,-0.8%,9%,-7%,?,-7%,3%,2%,-13%,4%
O=C(NCc1ccncc1)C1CCN(S(=O)(=O)c2ccc(F)cc2)CC1,7%,-8%,-0.2%,-8%,-1%,12,-1%,-3%,1%,-16%,-1%
CC1CCN(c2ccc(C(=O)N3CCOCC3)cc2[N+](=O)[O-])CC1,4%,26%,-0.1%,0%,-1%,.,-7%,-1%,-1%,-10%,3%
COc1cccc(C(=O)COc2cccc(NC(=O)c3cccc([N+](=O)[O-])c3)c2)c1,-42%,-37%,-0.4%,?,-13%,2,-8%,4%,2%,-9%,-2%
Cc1cccc(NC(=O)c2ccco2)c1C(=O)O,3%,0%,0.5%,4%,3%,-2,0%,1%,2%,3%,1%
COc1ccc(S(=O)(=O)N2CCc3ccccc32)cc1C(=O)N1CCC(C)CC1,-5%,-39%,-0.4%,-27%,-3%,.,0%,-10%,5%,3%,1%
O=c1c(Cl)c(N2CCN(c3ccc(F)cc3)CC2)cnn1-c1nc2ccccc2s1,19%,58%,-0.4%,-2%,?,-3,-1%,-1%,?,1%,-1%
O=C(Nc1ccc(C(F)(F)F)cc1)C1CC(=O)N(c2ccc3c(c2)OCCO3)C1 (stereo unspecified),6%,8%,-0.2%,3%,6%,8,-3%,2%,1%,-3%,11%
C/C(CC1CC(COCCC(C)C)OC1=O)=N\NC(N)=S (stereo unspecified),1%,9%,0.2%,-27%,-1%,1,.,0%,1%,-2%,-3%
COc1ccc(CNC(=O)c2ccc(Cn3cc(Cl)cn3)o2)cc1,-31%,2%,-0.7%,10%,-1%,-1,3%,-7%,-4%,0%,4%
COc1cccc(CN(C)C(=O)c2cccc(S(=O)(=O)N3CCN(Cc4ccccc4)CC3)c2)c1OC,-35%,-45%,0.1%,-25%,-3%,17,0%,2%,-8%,4%,-1%
CCOc1ccc(Oc2nc(NCC(C)C)nc(OC)n2)nn1,5%,0%,-0.3%,4%,?,-2,-1%,2%,0%,5%,-3%
CC(=O)c1ccc(NC(=O)C(C)OC(=O)CCN=C2NS(=O)(=O)c3ccccc32)cc1 (stereo unspecified),9%,-5%,-1.1%,5%,-3%,1,0%,0%,2%,2%,-1%
O=C(NC1CCCCC1)N1CCc2[nH]c3ccccc3c2C1,24%,20%,0.4%,-24%,-3%,17,-2%,-6%,7%,5%,-5%
CN(CC(=O)Nc1ccc(Cl)c(C(F)(F)F)c1)C(=O)c1ccc(S(=O)(=O)N2CCOCC2)cc1,-46%[inhibitor],-50%,.,.,.,.,-3%,.,.,-18%,?
NC(=O)C1CCCNC1 (stereo unspecified),.,-7%,-1.2%,-7%,0%,0,1%,-4%,-5%,2%,16%
SMILES,Integrin act MD,BRCA1 expr up,B2AR arrestin,Eya2 phos inh,ELG1 genotox,TRPV1 agonist,TSG101-PTAP inh,USP2a block,p53 reactivator,S-ASM inh,uPA surface inh
Cc1nc2cc(C(=O)N3c4ccccc4CC3C)ccc2s1 (stereo unspecified),-22%,-34%,-0.9%,-9%,0%,10,-2%,-1%,6%,0%,-12%
O=C(NCc1ccc2c(c1)OCO2)C1CCN(c2ccc(S(=O)(=O)N3CCCC3)cc2)CC1,-25%,-33%,3.0%,-12%,?,-8,1%,1%,-13%,-1%,-6%
O=C1C(C2=NC(C(=O)O)C3C(=O)N(c4ccccc4)C(=O)C23)=C(O)c2ccccc21 (stereo unspecified),-8%,0%,-0.4%,11%,-4%,-2,-6%,8%,-8%,5%,3%
CCc1nn(CCCC(=O)N2CCc3ccccc3C2)c(=O)c2cc3occc3n12,16%,-7%,-0.4%,6%,-6%,-6,-12%,-9%,9%,-1%,7%
Cc1ccccc1NC(=O)CSc1nc(O)cc(=O)n1C,17%,-15%,-0.9%,9%,-1%,0,0%,1%,-4%,-2%,3%
Cc1cc(C)nc(NCCCc2ccccc2)n1,-2%,13%,-0.1%,0%,0%,-2,-6%,0%,6%,1%,0%
COc1ccc2sc(N(CCN(C)C)C(=O)c3cc(Cl)sc3Cl)nc2c1,-1%,-11%,-0.3%,5%,1%,-2,-3%,5%,10%,0%,-2%
Cc1ccc(S(=O)(=O)N2C(=O)[C@@H]3Cc4ccccc4CN3C2=O)cc1,-5%,10%,-0.6%,2%,-7%,-2,-3%,6%,-3%,0%,7%
COc1ccc(C(CNC(=O)COc2ccccc2)N2CCCCC2)cc1 (stereo unspecified),-11%,-4%,-0.6%,10%,-3%,6,-3%,2%,2%,4%,4%
COc1ccc(CNC(=O)Cc2ccc(-c3ccccc3)cc2)cc1OC,0%,-44%,0.3%,13%,-12%,?,1%,3%,-1%,-1%,-16%
COc1ccc(N=C2SC(C(=O)N3CCN(c4ccccc4)CC3)CC(=O)N2C)cc1 (stereo unspecified),3%,-3%,-0.3%,-10%,-7%,7,-7%,3%,-5%,0%,-4%

# Fetched by structure from above (4):
SMILES,Integrin act MD,BRCA1 expr up,B2AR arrestin,Eya2 phos inh,ELG1 genotox,TRPV1 agonist,TSG101-PTAP inh,USP2a block,p53 reactivator,S-ASM inh,uPA surface inh
O=C(NCc1ccc2c(c1)OCO2)C1CCN(c2ccc(S(=O)(=O)N3CCCC3)cc2)CC1,-25%,-33%,3.0%,-12%,?,-8,1%,1%,-13%,-1%,-6%
COc1ccc2sc(N(CCN(C)C)C(=O)c3cc(Cl)sc3Cl)nc2c1,-1%,-11%,-0.3%,5%,1%,-2,-3%,5%,10%,0%,-2%
CCc1nn(CCCC(=O)N2CCc3ccccc3C2)c(=O)c2cc3occc3n12,16%,-7%,-0.4%,6%,-6%,-6,-12%,-9%,9%,-1%,7%
Cc1ccccc1NC(=O)CSc1nc(O)cc(=O)n1C,17%,-15%,-0.9%,9%,-1%,0,0%,1%,-4%,-2%,3%

# 3 compounds from above, ordered by number of heavy atoms, ascending.
SMILES,Integrin act MD,BRCA1 expr up,B2AR arrestin,Eya2 phos inh,ELG1 genotox,TRPV1 agonist,TSG101-PTAP inh,USP2a block,p53 reactivator,S-ASM inh,uPA surface inh
COc1ccc2sc(N(CCN(C)C)C(=O)c3cc(Cl)sc3Cl)nc2c1,-1%,-11%,-0.3%,5%,1%,-2,-3%,5%,10%,0%,-2%
CCc1nn(CCCC(=O)N2CCc3ccccc3C2)c(=O)c2cc3occc3n12,16%,-7%,-0.4%,6%,-6%,-6,-12%,-9%,9%,-1%,7%
COc1ccc(N=C2SC(C(=O)N3CCN(c4ccccc4)CC3)CC(=O)N2C)cc1 (stereo unspecified),3%,-3%,-0.3%,-10%,-7%,7,-7%,3%,-5%,0%,-4%
